Screening results as filed in PubChem BioAssay.
ARFGAP1 inh: inhibitors of rat ARFGAP1; Q62848; inhibition, % at 16.5 µM; Arfgap1-stimulated ARF1 GTP hydrolysis, GDP FP detection; 360,000 tested, 0.26% active;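 active = inhibition above a per-plate limit, mean inhibition of low control wells plus 3 SD, cut at about 25% in these data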;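 also: 0% = DMSO wells with enzyme and 100% = wells lacking Arfgap1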
Target sequence (Q62848 1-136 limits assumed): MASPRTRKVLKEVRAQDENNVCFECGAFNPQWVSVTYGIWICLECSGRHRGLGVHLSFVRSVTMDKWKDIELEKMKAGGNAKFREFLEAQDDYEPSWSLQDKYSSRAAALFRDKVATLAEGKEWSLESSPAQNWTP
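system = rat Arfgap1 catalytic domain, aa 1-136 | technique = FP, GDP Alexa 633 tracer displaced from anti-GDP antibody, 620/688 nm | compound = one concentration, 16.5 µM, DMSO 1.26% | medium = HEPES-based buffer, pH 7.5 | timing = compound-enzyme preincubation 20 min, reaction 120 min, detection 60 min, 25 °C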
ADAM17 inh: inhibitors of human ADAM17; recombinant ADAM17, EDANS/DABCYL FRET peptide cleavage; inhibition, % at 6.95 µM; 370,000 tested, 0.83% active;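 active = inhibition above the mean of compounds lying between control limits plus 3 SD, set per campaign, cut at about 8.5% in these data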;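 also: 0% = DMSO-only wells as the low control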
Tn6 DDE FP: DD(E)-Tn6 binding inhibition, primary FP screen. P02675. inhibition, % at 8.3 µM. AID 720509. 370,000 tested, 0.21% active. Fibrin DD(E) TRITC-Tn6 fluorescence polarization displacement;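 active = inhibition above a per-campaign cutoff: mean of compounds within control limits plus 3 SD, cut at about 15% in these data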;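 also: 0% = median of all compound wells on the plate and 100% = blocking peptide control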
TDP2 inh: TDP2 (human) inhibition, absorbance primary screen; recombinant TDP2, T5PNP hydrolysis, p-nitrophenol absorbance 415 nm; inhibition, % at 12.8 µM; 370,000 tested, 0.34% active;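 active = inhibition above the mean of all tested compounds plus 3 SD, set per campaign, cut at about 25% in these data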;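 also: 0% = DMSO with enzyme and 100% = buffer with substrate but no TDP2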
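Test system: human TDP2 enzyme; Input: 120 nM TDP2 per well; Buffer or medium: Mg2+-containing Tris-HCl buffer, pH 7.5; Reagent: 5 mM T5PNP; Dosing: 12.8 µM single point, 1% DMSO; Incubation: reaction 2 h, 37 °C; Detection: p-Nitrophenol epi absorbance; Read-out: % inhibition relative to enzyme-containing and enzyme-free wells; Replicates: single well per compound.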
LEDGF integ inh: blocks HIV-1 LEDGF/p75-dependent DNA integration. inhibition, % at 3.7 µM. 370,000 tested, 0.64% active. TR-FRET IN-LEDGF/p75 DNA integration, Eu/Cy5;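 active = inhibition above the screen-wide mean plus 3 SD, cut at about 13% in these data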;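 also: signal is the Cy5 over europium emission ratio at 671 and 618 nm; 0% = plate median of compound wells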
ADAM10 inh: ADAM10 inhibition, QFRET primary screen; O14672; recombinant ADAM10, EDANS/DABCYL FRET peptide cleavage, 3 h; 370,000 tested, 0.62% active; AID 720582; inhibition, % at 7 µM;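 active = inhibition above a per-campaign cutoff equal to the mean of compounds falling between control-based bounds plus 3 SD, cut at about 20% in these data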;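 also: 0% = DMSO wells while the 100% control is not disclosed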
Target sequence (O14672 214-748 limits assumed): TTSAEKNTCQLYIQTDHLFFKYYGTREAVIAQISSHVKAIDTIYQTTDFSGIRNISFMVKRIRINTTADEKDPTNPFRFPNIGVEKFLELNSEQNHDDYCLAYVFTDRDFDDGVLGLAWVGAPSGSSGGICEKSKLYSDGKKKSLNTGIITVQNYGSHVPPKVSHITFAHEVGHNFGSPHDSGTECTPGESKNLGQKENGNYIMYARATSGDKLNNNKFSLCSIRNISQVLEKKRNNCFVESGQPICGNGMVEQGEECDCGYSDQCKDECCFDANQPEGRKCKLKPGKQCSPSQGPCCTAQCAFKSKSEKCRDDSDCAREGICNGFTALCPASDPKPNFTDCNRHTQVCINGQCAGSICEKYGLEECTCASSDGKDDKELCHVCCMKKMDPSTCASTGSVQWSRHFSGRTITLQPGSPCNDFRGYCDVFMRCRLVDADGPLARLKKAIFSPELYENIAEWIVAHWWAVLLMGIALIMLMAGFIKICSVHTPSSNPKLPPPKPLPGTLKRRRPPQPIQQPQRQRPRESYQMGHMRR
DDE Tn7 FP inh: inhibitors of Tn7 peptide binding to human fibrin DD(E); FP displacement of FITC-Tn7 peptide from fibrin DD(E); 0% = median of compound wells per plate; inhibition, % at 8.3 µM; 370,000 tested, 0.13% active;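 active = inhibition above the mean of compounds falling within the control limits plus 3 SD of them, cut at about 14% in these data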;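 also: 0% = plate median of compound wells and 100% = 10 µM Aha-Tn7 peptide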
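Assay system: Human fibrin DD(E) protein | Medium: Tris buffer with calcium and detergent, pH 7.8 | Reagent: 0.1 µM fluorescent Tn7 | Compound dosing: Single point at 8.3 µM | Times: 10 min preincubation, 3 h with tracer, room temperature | Detection: Fluorescence polarization of the labelled Tn7 tracer | Controls: Aha-Tn7 high control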
PLC-gamma1 inh: blocks human PLC-gamma1 enzyme activity; P19174; purified PLC-gamma1, fluorogenic substrate, fluorescence; inhibition, % at 12.2 µM; 370,000 tested, 0.84% active; AID 720700; in the data active = inhibition above about 9.5%
ASAP1 GAP inh: ASAP1 ArfGAP inhibition; AID 624377; 360,000 tested, 0.19% active; ASAP1-stimulated ARF1 GTP hydrolysis, GDP FP detection; Q9ULH1; inhibition, % at 16.5 µM; in the data active = inhibition above about 25%;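 also: 0% = vehicle with enzyme and substrate and 100% = no enzyme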
Target sequence (Q9ULH1 325-724 limits assumed): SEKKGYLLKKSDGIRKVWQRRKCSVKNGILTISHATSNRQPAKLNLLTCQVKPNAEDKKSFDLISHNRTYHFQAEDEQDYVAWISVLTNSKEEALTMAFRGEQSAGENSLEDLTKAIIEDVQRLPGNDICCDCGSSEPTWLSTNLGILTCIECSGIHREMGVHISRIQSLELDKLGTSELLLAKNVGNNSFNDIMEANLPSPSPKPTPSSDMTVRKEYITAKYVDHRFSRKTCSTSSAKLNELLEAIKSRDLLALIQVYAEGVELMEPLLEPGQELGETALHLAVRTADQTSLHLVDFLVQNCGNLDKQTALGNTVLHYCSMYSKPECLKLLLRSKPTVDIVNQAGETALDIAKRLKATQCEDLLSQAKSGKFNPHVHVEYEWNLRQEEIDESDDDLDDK
proKLK7 act: proKLK7 (human) activation, primary screen; P49862; purified proKLK7, EDANS-DABCYL substrate fluorescence; 100% is mature enzyme control, 0% vehicle; activation, % at 7 µM; 370,000 tested, 0.9% active; AID 652039;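 active = activation above the mean of all tested compounds plus 3 SD, computed per campaign excluding outliers beyond control limits, cut at about 13% in these data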
* = called active by the depositor; i = inactive.

SMILES	ARFGAP1 inh	ADAM17 inh	Tn6 DDE FP	TDP2 inh	LEDGF integ inh	ADAM10 inh	DDE Tn7 FP inh	PLC-gamma1 inh	ASAP1 GAP inh	proKLK7 act
Cc1ccc(C(=O)N2CCC3(CC2)NCCc2[nH]cnc23)cc1C	-11	2	6	0	2	9	-4	4	7	0.1
Cn1ccc2c(-c3ccc(C(C)(C)C)cc3)cc3c(c21)C1CCC3O1 (configuration not stated)	-15	3	0	-27	6	-12	-2	-3	1	-0.9
O=C(c1ccccc1)c1c[nH]cc1-c1ccccc1	9	3	-3	-5	1	6	1	2	-4	0.4
O=C(CSc1nc2ccccc2[nH]1)Nc1nc(-c2ccccc2)c(-c2ccccc2)o1	6	-20	2	0	3	-32	6	-93	6	0.8
Cn1nnc(NC(=O)/C=C/c2ccco2)n1	1	-1	4	11	-3	-4	0	-1	-2	-0.3
CC(C)OC(=O)c1cccnc1N1CCN(c2cccc(Cl)c2)CC1	-14	-1	4	8	-2	-1	2	-4	-17	0.1
CN(Cc1ccc(Cl)s1)C(=O)CNC(=O)CNC(=O)c1ccc(Cl)cc1Cl	-11	-2	2	2	-1	-3	-7	2	-7	-0.2
Cc1nc2cc(-c3ccccc3)nn2c(C)c1CCC(=O)N1CCN(c2ccccc2)CC1	-2	-1	-6	-7	-1	-13	6	-7	-10	0.0
COc1ccc(C(=O)Nc2c(Cl)cc(Cl)cc2C(=O)N2CCOCC2)cc1	1	0	-9	-6	1	2	-6	4	-6	-0.3
O=C(NC(=O)c1ccc(F)cc1F)Nc1ccc(Cl)cc1	-7	2	-1	-6	-2	9	-1	4	-1	-0.7
N#Cc1cccc(NC(=O)COc2ccc(-n3ccnc3)cc2)c1	5	-6	4	6	-1	-8	-3	-2	17	-0.4
CCCCNc1cccc2c1S(=O)(=O)N[C@H](Cc1ccccc1)CO2	4	6	0	-10	4	4	-4	-1	5	0.2
CCN(C(=O)COC(=O)c1cccc(S(=O)(=O)N(C)C)c1)c1c(N)n(Cc2ccccc2)c(=O)[nH]c1=O	-6	1	1	-13	1	1	-8	3	3	-0.3
C=CCN1C(=O)C2(OCCCO2)c2cc(Cl)ccc21	-19	0	7	-19	7	8	2	5	-1	0.3
CCc1ccc(CNC(=O)CCC(=O)N2Cc3cccc(OC)c3Oc3ncccc32)cc1	-7	-7	-3	-3	0	-3	-3	-2	-1	0.5
Cc1cc(C)c2ccc(C)[n+]([O-])c2c1O	0	-5	0	-3	1	-11	-1	-4	-6	-0.5
CCCNC(=O)c1cc2c(c(-c3cccc(-c4cc5ccccc5o4)c3)n1)[C@H](CCO)N(C(=O)NC(C)C)C2	9	-5	0	-3	-5	-19	12	-10	10	1.0
Cc1onc(-c2c(F)cccc2Cl)c1C(=O)Nc1ccc(S(=O)(=O)N2CCOCC2)cc1	-4	2	3	-10	-1	4	6	-2	7	0.2
Cc1ccnc(SCc2ccc(C(=O)O)cc2)n1	3	-2	-3	14	4	-6	4	2	-11	-0.1
O=C(CCN1C(=O)/C(=C/c2ccccc2)SC1=S)NC1CCS(=O)(=O)C1 (configuration not stated)	9	-2	-4	2	1	0	0	-3	-7	0.2
COc1cc(OC)c(C(=O)Nc2cccnc2)cc1OC	6	-3	4	-7	-7	3	-1	-6	-5	0.1
C/C(=N\NC(=O)CCC(=O)Nc1ccc(C)c(C)c1)c1cccs1	1	2	1	2	0	-1	2	-2	-3	-0.1
COc1ccccc1NS(=O)(=O)c1cc(-c2cc(C)no2)ccc1OC	3	-2	-10	-10	0	1	-1	8	-6	0.4
CC(C)CCSc1nc2c(c(=O)[nH]c(=O)n2C)n1CCCc1ccccc1	8	3	-11	1	1	-23	0	0	0	-0.1
Cc1cc(/C(N)=N/OC(=O)Nc2ccc(Cl)cc2)no1	3	-5	-6	2	-3	-3	3	0	-2	0.3
O=C(O)c1ccccc1NS(=O)(=O)c1ccccc1C(F)(F)F	-3	3	1	-4	6	6	-6	-1	1	0.3
CC(C)=C1C2CCC1C1C(=O)N(c3ccc4c(c3)OCO4)C(=O)C21 (configuration not stated)	-3	0	-3	1	0	3	-5	2	-7	-0.4
CC(C)Oc1ccc(C(=O)Nc2ccc3c(c2)n(C)c(=O)n3C)cc1	2	3	-10	-16	7	2	7	0	-8	-0.4
CCOC(=O)N1CCN(Cc2nc(N)nc(Nc3ccc(Oc4ccccc4)cc3)n2)CC1	3	2	0	2	3	7	-5	1	4	-0.3
CCc1c(C)nc(SCC(=O)N2CCc3ccccc32)[nH]c1=O	10	2	11	-21	-2	-11	-1	-2	11	-0.5
CCOC(=O)Cc1csc(NC(=O)Cc2ccc(Br)cc2)n1	18	0	-3	-8	1	-6	0	2	3	-0.7
Cc1n[nH]c(C)c1N1C(=O)c2cccc3c(Br)ccc(c23)C1=O	-2	2	5	-3	-2	5	-1	-4	4	0.3
CN1C(=O)c2c(C(=O)Nc3ccc(Oc4ccncc4)cc3)[nH]c(-c3ccccc3)c2C1=O	11	-6	-4	3	2	-29	-7	-2	2	-0.9
Nc1[nH]c(C(=O)c2ccc(Br)cc2)c(-c2ccc(Cl)c(Cl)c2)c1C(=O)NCCc1c[nH]c2ccccc12	20	7	-6	-5	1	0	-1	-3	10	-0.6
C/C(=N\NC(=O)C1CCCC1)c1ccc(C(C)C)cc1	4	-2	-3	11	2	-2	-2	-1	-5	0.6
Cc1cc(NC(=O)CCC(=O)N(CC2CCCO2)C(C(=O)NC2CCCC2)c2cccnc2)no1 (configuration not stated)	-5	-6	3	3	0	1	8	1	-24	-0.4
CC(C)C[C@H](NC(=O)C1CCN(S(=O)(=O)c2ccccc2)CC1)C(=O)NCc1cccnc1	-8	-2	9	7	0	-5	4	-1	3	0.5
Cc1cccc2c1cnn2C(=O)Nc1ccccc1Cl	0	1	-4	1	6	4	-1	0	0	-0.1
Fc1cccc(Cl)c1Cn1nnc2c(NCc3ccncc3)ncnc21	-1	0	3	-11	-1	0	1	-4	-13	-0.4
COc1ccc(N2CSC(=S)N(c3ccc(OC)cc3)C2)cc1	0	-4	1	-4	-1	-11	-2	0	3	0.1
O=S(=O)(Nc1cccc(-n2cnnn2)c1)c1ccc(Cl)cc1	23	-2	12	14	-1	5	11	-1	2	0.1
Cc1ccc(C(=O)NCCc2sc(C)nc2C)cc1	2	-5	0	1	-2	-7	-1	-5	-6	0.0
CCCc1cc2c(=O)c(-c3nc4ccccc4s3)c(COCC(=O)O)oc2cc1O	10	-11	-16	-3	3	-6	-2	-107	8	-2.0
CCc1cc2cc3c(cc2nc1SCC(=O)N1CCN(C(=O)c2ccco2)CC1)OCO3	10	-2	2	2	2	-5	0	5	-1	0.8
CCCCc1nnc(NC(=O)c2cccc(S(=O)(=O)N3CCN(C)CC3)c2)s1	2	0	-2	13	1	-5	-10	1	5	0.0
Cc1ccc(S(=O)(=O)NN2C(=O)/C(=C/c3cccs3)SC2=S)cc1	-11	-1	5	-3	7	3	-8	-1	-6	-0.3
COc1ccc(NC(=O)CCNC(=O)C2CCN(S(=O)(=O)c3ccc(OC)cc3)CC2)cc1	4	1	4	13	0	-2	-7	1	0	0.1
O=C(c1ccc(F)cc1)c1cn[nH]c1-c1ccccc1O	-2	0	5	-11	-4	2	5	-1	-9	-0.1

Only ARFGAP1 inh (2 entries from above):
SMILES | ARFGAP1 inh
O=C(NC(=O)c1ccc(F)cc1F)Nc1ccc(Cl)cc1 | -7
O=C(O)c1ccccc1NS(=O)(=O)c1ccccc1C(F)(F)F | -3

Continued.
SMILES	ARFGAP1 inh	ADAM17 inh	Tn6 DDE FP	TDP2 inh	LEDGF integ inh	ADAM10 inh	DDE Tn7 FP inh	PLC-gamma1 inh	ASAP1 GAP inh	proKLK7 act
O=C1CN(C(=O)COC(=O)c2ccc[n+]([O-])c2)c2ccccc2N1	1	0	-1	7	0	-1	-3	1	-14	-0.4
O=C(c1cccs1)N1CCN(Cc2nc(-c3ccccc3)no2)CC1	0	0	0	1	-2	2	1	1	-6	0.7
CCN1C(=O)c2cccc3c(S(=O)(=O)NCc4cccnc4)ccc1c23	3	-213	3	18	1	i	-4	i	6	53*
O=C(NCCc1ccccc1)c1c[nH]c2ccc(F)cc2c1=O	-2	-2	-5	9	-2	-6	-3	0	6	0.5
CC(=O)Nc1ccc(S(=O)(=O)N2CCC(C(=O)O)(c3ccccc3)CC2)cc1	0	-3	8	-4	-4	-6	-1	-3	5	0.7
COCCNC(=S)N(CCc1c(C)[nH]c2ccc(Cl)cc12)Cc1cccs1	10	9	-4	-3	6	19	-3	3	18	0.2
CN(C)Cc1c(O)ccc2c3c(c(=O)oc12)CCCCC3	2	i	-4	2	0	i	-2	i	8	48*
Nc1ncc(Br)cc1S(=O)(=O)NCCC(=O)N1CCN(c2ccccc2)CC1	2	-3	2	3	2	-8	2	1	-12	0.3
CCCOC(=O)CCNc1n[nH]c(=O)[nH]c1=O	2	-3	-6	0	-1	10	-6	3	1	-0.3
O=C(c1ccccc1)c1c[nH]c(C(=O)C(Cl)(Cl)Cl)c1	4	1	5	-1	2	10	4	6	-2	0.7
COC(=O)C1=C(O)CSC1=Nc1cccc(C(F)(F)F)c1	-1	-1	-4	2	1	4	3	-1	-1	0.1
COc1ccc(NS(=O)(=O)CC(C)C)c(OC)c1	8	1	-1	-4	-1	0	-2	3	4	-0.6
COc1ccc(/C=C/C(=O)c2ccc(Cl)cc2)c(OC)c1	-3	-1	0	1	0	1	-1	-32	-2	-0.2
COC(=O)c1ccccc1NC(=O)c1ccc(COc2cc(C)cc(C)c2)o1	-9	-5	-1	-1	-1	-5	-2	2	-4	-0.2
CSc1cccc(NC(=O)c2ccc(Cl)nc2)c1	10	1	-3	-7	2	3	-8	-3	7	0.1
COc1cc(/C=C(\C#N)C(=O)NCc2ccccc2)ccc1OCc1ccc(C(=O)O)cc1	5	-16	-6	5	-1	-13	-1	-4	10	0.7
O=C(O)Cn1cc(/C=N/NC(=O)c2cc3cc(Br)ccc3o2)c2ccccc21	-7	3	-3	-10	5	3	3	i	-2	1.6
CCN1CCN(Cc2c(O)ccc3c2O/C(=C\c2ccc(C)cc2)C3=O)CC1	10	-56	2	2	-3	-165	4	i	-5	44*
O=C(Nc1cccc(C(F)(F)F)c1)c1cccc(NS(=O)(=O)c2ccc(Br)c(C(=O)O)c2)c1	-9	1	10	-10	-2	3	8	-2	-1	0.0
